# Source: PubChem
# LDHA inh: blocks human lactate dehydrogenase A; activity change, % (values are at about 110 or 230 µM); purified LDHA, NADH/diaphorase-resazurin fluorescence; active compounds read low; P00338; actives 0.15% (n = 480,000); in the data active = activity change below about -30%; inconclusive = mostly about -25% to -30%;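 note: plate controls were DMSO wells for no effect and wells without enzyme for full effect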
#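 Enzyme activity of human lactate dehydrogenase 5 (2 nM; 0.06 mM NADH, 0.2 mM pyruvate, 5 min, RT) is measured via a resazurin/diaphorase fluorescence readout of residual NADH.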
# D2 antag: antagonizes the human D2 dopamine receptor. P14416. HEK293 TREx D2 cells, calcium flux, dopamine EC80. inhibition, % at 10 µM. actives 2% (n = 340,000). AID 485344; in the data active = inhibition above about 30%; note: 0% is about no effect
#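 Tetracycline-induced HEK293 T-REx cells expressing D2 force-coupled to calcium signalling were dye-loaded, exposed to compound for 180 s, then challenged with an EC80 of dopamine; calcium flux was followed kinetically for a further 180 s.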
# Vif-A3F inh: Vif-A3F binding inhibition; HeLa A3F-eYFP + Vif (tagged APOBEC3F with the HIV-1 protein that degrades it), YFP fluorescence increase; Potency, µM (highest dose often 46.1 µM), inactives show at the top dose activity, negative = active; actives 0.2% (n = 390,000); note: potency is the fitted concentration of half-maximal effect; % of control where 0% means no effect; nearly all actives have a fitted effect of over 65% in size
#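 HeLa cells stably expressing A3F-eYFP plus Vif, plated and incubated overnight at 37 deg C, then exposed to compounds overnight at 37 deg C. Blocked degradation read as raised yellow fluorescence (Ex 488/Em 500-530).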
# Vif-APOBEC3G blk: Vif-A3G binding inhibition; Q9HC16; HeLa A3G-eYFP + Vif (tagged APOBEC3G with the HIV-1 protein that degrades it), YFP fluorescence, overnight; Potency, µM (highest dose often 46.1 µM), for inactives: top-dose activity, negative = active, most hits filed as inhibitors; actives 0.076% (n = 410,000); AID 602310;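 note: potency is the fitted concentration of half-maximal effect; % is set by controls: 0 for no effect and ±100 for the full control effect; nearly all actives have a fitted effect of over 60% in size; hits raise eYFP signal because A3G escapes Vif-driven loss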
#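 HeLa cells stably expressing Vif and C-terminally eYFP-tagged A3G, seeded overnight at 37 deg C, then exposed to compound by pintool overnight at 37 deg C. Rise in yellow fluorescence (Ex 488/Em 500-530, Acumen) marks blocked Vif-driven A3G degradation.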
# D2 ag: activates the human D2 dopamine receptor; P14416; HEK293 T-REx D2 cells, calcium flux agonist mode; activation, % at 2 µM; actives 0.53% (n = 340,000); AID 485358;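 active = activation over 3 SD above normal in the single-dose calcium agonist read, cut at about 30% in these data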; note: 0% is about no effect
#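 Tetracycline-induced HEK293 T-REx cells with force-coupled D2 receptor, plated overnight at 30 C, loaded with no-wash calcium dye. After a 10 s baseline, compound was pin-added and calcium flux read kinetically for 180 s; calcium rises flagged agonists.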
# Glioma ERSR ind: inducers of ER stress response in human glioma cells. U87-MG GRP78 promoter luciferase reporter, 16 h. Potency, µM, inactives show at the top dose activation, hits mostly activators. actives 0.02% (n = 420,000). AID 602332; note: potency is the fitted concentration of half-maximal effect; series mostly up to about 76 µM; % of control where 0% means no effect; nearly all actives have a fitted effect of over 35% in size
#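 Stably transfected U87-MG glioma cells carrying a GRP78-based luciferase sensor; 16 h compound incubation. Luminescence end-point read 10 min after Bright-Glo addition at room temperature.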
# RGS4 inhibitor: human RGS4 inhibition; Transcreener GDP fluorescence polarization, RGS4-accelerated GTP hydrolysis; AID 504845; P49798; actives 0.039% (n = 390,000); Potency, µM (titrated, usually from 114 µM), inactives show at the top dose activity change, negative = inhibition, most hits filed as inhibitors; note: potency is the fitted concentration of half-maximal effect; % is set by controls: 0 for no effect and ±100 for the full control effect; nearly all actives have a fitted effect of over 75% in size; some results filed as inactive show a strong effect at the top dose
# Target sequence (P49798 whole entry, looked up): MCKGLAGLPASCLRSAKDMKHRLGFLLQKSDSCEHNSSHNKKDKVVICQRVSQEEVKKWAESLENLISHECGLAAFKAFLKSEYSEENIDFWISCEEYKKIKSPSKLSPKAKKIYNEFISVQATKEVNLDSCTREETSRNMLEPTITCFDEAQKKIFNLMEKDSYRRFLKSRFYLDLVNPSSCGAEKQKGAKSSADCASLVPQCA
#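 MLSMR compounds (23 nl, pin-transferred) preincubated 10 min at room temperature with a 500nM (2x) first reagent, then RGS4 at 900nM (2x) plus Transcreener GDP mix added; fluorescence polarization (620/688 nm) read before and after 90 min at 30 °C.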
# ALOX12 inh: blocks human arachidonate 12S-lipoxygenase; P18054; purified 12hLO, xylenol orange hydroperoxide absorbance; Potency, µM (doses to about 108 µM), inactives show at the top dose activity change, negative = inhibition, hits mostly inhibitors; actives 1.1% (n = 580,000); note: potency is the fitted concentration of half-maximal effect; % is set by controls: 0 for no effect and ±100 for the full control effect
# Target sequence (P18054 whole entry, looked up): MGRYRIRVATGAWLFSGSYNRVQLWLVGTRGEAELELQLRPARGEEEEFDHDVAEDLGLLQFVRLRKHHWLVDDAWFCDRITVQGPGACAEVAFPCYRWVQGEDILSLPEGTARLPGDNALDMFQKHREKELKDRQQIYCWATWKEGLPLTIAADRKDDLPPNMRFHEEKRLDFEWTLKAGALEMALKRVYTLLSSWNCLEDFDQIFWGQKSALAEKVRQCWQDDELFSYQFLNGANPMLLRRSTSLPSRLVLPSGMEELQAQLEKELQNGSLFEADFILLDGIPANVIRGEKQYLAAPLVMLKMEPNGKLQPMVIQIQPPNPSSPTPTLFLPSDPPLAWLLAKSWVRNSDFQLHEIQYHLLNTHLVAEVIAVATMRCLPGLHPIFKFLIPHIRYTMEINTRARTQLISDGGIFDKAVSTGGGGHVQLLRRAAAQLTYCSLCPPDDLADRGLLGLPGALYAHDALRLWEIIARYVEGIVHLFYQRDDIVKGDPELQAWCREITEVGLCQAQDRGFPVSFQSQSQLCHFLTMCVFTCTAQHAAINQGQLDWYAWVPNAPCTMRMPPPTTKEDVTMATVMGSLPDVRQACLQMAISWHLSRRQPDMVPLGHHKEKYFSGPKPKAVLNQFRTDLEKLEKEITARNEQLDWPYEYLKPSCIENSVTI
#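 Purified human 12hLO (150 nM final) in 25 mM Hepes, 0.01% Triton X-100, pH 7.0 was preincubated 15 min at room temperature with compound. Then 40 uM arachidonic acid was added, 30 min. Hydroperoxide was read by Fe-XO absorbance ratio 573/405 nm.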
# ERG Ets-DNA blk: inhibitors of human ERG Ets domain-DNA interaction; P11308; fluorescence polarization, His-ERG Ets domain / labelled DNA; Potency, µM (doses to about 76.9 µM), for inactives: at the highest dose FP activity, negative = inhibition, most hits filed as inhibitors; actives 0.028% (n = 370,000); active = well fitted inhibition curve with a large enough effect in the polarisation, with a control signal flat; inconclusive = small, poorly fitted or top-dose-only effect, or effect the other way, or a change in a side signal; inactive = no such curve, though single readings can be large or run the other way; the % refers to the polarisation;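 note: polarization taken with two DNA probes labelled with fluorescein and Texas red; potency is the fitted concentration of half-maximal effect; % of control where 0% means no effect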
#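 His-tagged ERG Ets domain (1 uM in the protein solution; 300mM KCl, 50mM Tris-HCl, 1mM EDTA, 1mM DTT, pH 7.5) received compound, then a probe mix of 5 nM fluorescein-DNA and 100nM Texas-615-DNA. Fluorescence polarization was read for both dyes.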
# * hit, by the source's call; ? = inconclusive; / = no result given; [ ] = dose if it differs, or a comment. Unless noted, calls come from the whole dose curve; as a rule, active = well fitted curve in the direction sought with a large enough effect; inconclusive = small, poorly fitted or top-dose-only effect, or another doubt; inactive = no such curve, though single readings can be large; an effect the other way counts as inactive or inconclusive. Only part of the results is shown (hit frequency here may not be typical).
molecule,LDHA inh,D2 antag,Vif-A3F inh,Vif-APOBEC3G blk,D2 ag,Glioma ERSR ind,RGS4 inhibitor,ALOX12 inh,ERG Ets-DNA blk
Cn1c(=O)c2c(-c3cccc(Br)c3)n(C(C)(C)CO)cc2n(C)c1=O,-1,/,/,/,-1.1,/,4%,-13%,-8%
O=C1C(Cl)=C(N2CCN(Cc3ccccc3)CC2)C(=O)N1c1ccccc1,-4,37*,-5%,2%,-0.5,-3%,-24%,?,-2%
COc1ccc(C(=O)NCCS(=O)(=O)NCC2CCCO2)cc1 (stereo not given),-9,-6,1%,0%,0.3,-1%,-12%,11%,3%
COc1cccc(C(=O)Nc2cccc(-c3cn4ccsc4n3)c2)c1OC,-2,/,-4%,-4%,0.3,3%,-31%,-24%,2%
O=C(NCCCN1CCOCC1)c1cc(S(=O)(=O)N2CCOCC2)ccc1Cl,-4,/,-20%,-1%,/,-4%,9%,5%,0%
O=C(c1ccc(F)cc1F)N1CCCC(c2nc(-c3ccc(F)cc3)no2)C1 (stereo not given),-4,-3,11%,-1%,-0.3,0%,4%,?,4%
CCCC(=O)N=c1sc2c(OC)ccc(OC)c2n1C,-7,-8,-9%,-2%,0.3,-4%,3%,12%,-5%
O=C(NCCCNc1ccc(C(F)(F)F)cc1[N+](=O)[O-])c1cc(F)c(F)cc1Cl,0,26,8%,-2%,0.6,-4%,1%,0%,-6%
COc1cc(OC)nc(Oc2ccccc2/C=N/O)n1,11,/,-3%,1%,/,-1%,-30%,0%,-1%
CCNc1nc(NC(C)C)nc(OCC)n1,-1,5,-7%,0%,-1.0,-4%,8%,0%,-8%
CC(C)(C)c1nc(NCC2CCCO2)c2nnn(Cc3ccccc3)c2n1 (stereo not given),-1,-8,0%,0%,1.0,-6%,6%,9%,-1%
COc1ccc(CCNC(=O)CCS(=O)(=O)c2ccc3c(c2)NC(=O)C(C)S3)cc1OC (stereo not given),-1,-2,8%,1%,-0.9,-5%,-16%,-10%,-5%
O=C(CSCC(=O)Nc1ccc2ccccc2c1)NCc1ccccc1,2,18,-2%,-5%,-0.2,-1%,-12%,0%,1%
Cc1cccc2c(=O)cc(CSc3ccccc3NC(=O)c3cccc(Cl)c3)[nH]c12,-1,/,1%,3%,0.1,-5%,-14%,-26%,-4%
C[C@H](NC(=O)c1ccccc1Cl)C(=O)OCC(=O)NNC(=O)c1cccs1,-3,/,-24%,-2%,/,-2%,19%,15%,23%
CCNC(=O)CC1C(=O)N(c2cccc(OC)c2)C(=O)N1CCOC (stereo not given),3,7,6%,2%,0.8,-2%,28%,?,14%
Cc1ccc(NC(=O)Cn2cc(S(=O)(=O)c3ccc(F)cc3)c(=O)c3cc4c(cc32)OCO4)cc1,-2,/,-11%,-4%,0.8,-2%,15%,-23%,-4%
CCS(=O)(=O)N1CCN(C2Cc3ccccc3C2)CC1,-6,6,4%,1%,0.6,-1%,-8%,?,5%
CSC1=N/C(=C\c2cccc(Cl)c2)C(=O)N1N(C)C,-2,-27,12%,2%,-1.2,-4%,34%,0%,5%
COc1cccc(-c2cc(C(=O)N3CCN(S(=O)(=O)c4ccc(Br)cc4)CC3)[nH]n2)c1,-9,/,?,-8%,/,-8%,9%[11.4 µM],0%,-2%
CC(C)C[C@H]1CNC(=S)N1C[C@H]1CCCN1C[C@H](Cc1ccc(O)cc1)N1C[C@H](CC(C)C)N(CCc2ccccc2)C1=S,-16,/,/,-3%,/,-2%,/,?,/
Clc1ncnc2scc(C3COc4ccccc4O3)c12 (stereo not given),5,1,-2%,5%,1.4,3%,-1%,-6%,5%
Cc1cccc(C(=O)NC(=S)NNC(=O)c2ccc(Cl)cc2)c1,-3,-1,-8%,0%,75*,35µM*,-33%,28µM*,1%
CC1CC(C)CN(C(=O)Cc2c(C(=O)O)[nH]c3ccc(Cl)cc23)C1 (stereo not given),-5,3,7%,1%,-0.3,17%,25%,0%,0%
COc1ccc(Cc2nnc(Nc3ccc4c(c3)OCCO4)[nH]c2=O)cc1,-4,-4,0%,8%,0.0,-3%,-13%,-10%,13%
O=C1CC(c2nnc(Cc3ccc(F)cc3)o2)CN1c1ccccc1 (stereo not given),-11,/,-7%,3%,0.7,-4%,-20%,-2%,6%
O=c1cc(CN2CCN(c3ccccc3)CC2)c2ccccc2o1,-5,/,/,-6%,/,1%,/,-13%,/
O=C1OC(c2cccc3c(F)cccc23)c2ccccc21 (stereo not given),2,/,3%,-6%,/,-3%,/,?,/
O=C(CNCCc1ccccc1)Nc1ccc(C(=O)N2CCCCC2)cc1,-7,-18,-12%,0%,-2.2,-1%,-23%,?,-6%
NC(=O)c1ccsc1NC(=O)COC(=O)c1ccc([N+](=O)[O-])o1,-6,-2,1%,-8%,-0.5,-2%,23%,17%,7%
COc1ccc([N+](=O)[O-])cc1NC(=O)CSCc1cc(C)cc(C)c1,2,-5,0%,2%,-0.4,-3%,-4%[11.4 µM],?,-2%
O=C(O)c1c(F)c(F)c(F)c(F)c1-c1ccc(Cl)cc1,-5,-17,0%,0%,0.5,-4%,-15%,9%,/
COc1ccccc1C(=O)NC(C)c1cccc2ccccc12 (stereo not given),1,14,7%,1%,-2.0,0%,3%,-1%,-8%
COc1cc2c(c(OC)c1OC)-c1ccc(NC(=O)c3ccccc3)c(=O)cc1[C@@H](NC(C)=O)CC2,1,-1,-5%,1%,0.6,-3%,-13%,-17%,5%
O=C(/C=C/[C@H]1O[C@@H](n2ccc(=O)[nH]c2=O)[C@H](O)[C@@H]1O)N[C@@H](Cc1ccccc1)C(=O)O,-1,/,/,-7%,/,1%,/,?,/
Cc1cccc(OC(=O)NCCOC(=O)N(O)c2ccc(Cl)cc2)c1,6,13,1%,0%,0.5,-1%,-6%,?,6%

# Limited to ERG Ets-DNA blk, Glioma ERSR ind and Vif-APOBEC3G blk, for 2 of the compounds above:
Molecule,ERG Ets-DNA blk,Glioma ERSR ind,Vif-APOBEC3G blk
COc1ccc([N+](=O)[O-])cc1NC(=O)CSCc1cc(C)cc(C)c1,-2%,-3%,2%
COc1cc2c(c(OC)c1OC)-c1ccc(NC(=O)c3ccccc3)c(=O)cc1[C@@H](NC(C)=O)CC2,5%,-3%,1%

# Next section
molecule,LDHA inh,D2 antag,Vif-A3F inh,Vif-APOBEC3G blk,D2 ag,Glioma ERSR ind,RGS4 inhibitor,ALOX12 inh,ERG Ets-DNA blk
CCOC(=O)/C(C#N)=C1/C=CN(c2ccc(C)cc2)C=N1,1,0,0%,-1%,0.0,7%,12%,6%,/
COc1ccc(NC(=O)CCOc2cc(C)ccc2C)cc1S(=O)(=O)N1CCCCC1,-4,/,3%,0%,/,-2%,-13%,0%,-2%
CSc1ccccc1NC(=O)COc1ccc(Cl)cc1C,-4,5,-9%,-10%,3.4,4%,-7%,-12%,4%
CN(C)S(=O)(=O)Oc1ccccc1C(=O)Nc1ccc(F)cc1,-10,11,0%,-1%,0.6,-2%,21%,-7%,0%
COC(=O)c1sc(NC(=O)c2ccc(C)o2)nc1C,-4,3,-11%,-7%,-0.4,-3%,22%,-2%,-7%
CCc1nn(CC(=O)Nc2cc(C)ccc2C)c(=N)s1,-3,-14,12%,0%,0.5,0%,-6%,6%,9%
O=C(NN=C1CCCCCC1)c1ccc(Br)o1,-7,-12,-10%,3%,0.1,7%,17%,-1%,4%
COc1ccc(NC(=O)CN(C)C(=O)c2ccccc2Sc2ncnc3sc(C)c(C)c23)cc1,1,-8,1%,-3%,-0.1,-3%,-46%,-25%,-3%
O=C(Cc1ncc(C(F)(F)F)cc1Cl)Nc1cccc(Br)c1,-6,3,2%,0%,0.2,-6%,-12%,-3%,-2%
COC(=O)c1ccc(OCC(O)CN2CCc3cc(OC)c(OC)cc3C2c2ccccc2)cc1 (stereo not given),7,-7,17%,4%,0.0,-7%,-33%,28%,9%
O=C(OCc1c(-c2ccccc2)ncc2ccccc12)c1ccc(F)cc1,0,/,5%,-8%,/,-1%,-8%,-17%,-11%
O=c1ccc(Br)c[nH]1,1,-12,3%,0%,0.2,-2%,-38%,-13%,14%
COc1cc(C(=O)NCC(=O)N2CC=C(c3ccccc3)CC2)cc(OC)c1OC,-3,7,6%,-20%,-0.7,-1%,-18%,-1%,-14%
CN(C(=O)c1ccccc1C(=O)OCC(=O)c1ccc(F)cc1)c1ccccc1,-1,23,9%,-5%,0.0,-2%,-4%,29%,1%
CCn1cc(C(=O)NCCCN2CCCC(C)C2)c(=O)c2cc(S(=O)(=O)N3CCOCC3)ccc21 (stereo not given),2,-8,18%,1%,-0.4,-5%,-36%,-16%,-7%
COCCCN(C(=O)Nc1cccc(Cl)c1)C(C)c1ccccn1 (stereo not given),0,-15,-4%,3%,0.3,-3%,10%,0%,3%
O=C(CCc1ccccc1)Nc1ccc(N2CCOCC2)cc1,8,-28,-3%,3%,1.1,-1%,22%,?,/
Cc1cc(NS(=O)(=O)c2ccc(NC(=O)COc3ccc(Cl)cc3)cc2)no1,-7,-4,5%,0%,0.8,-2%,15%,26%,2%
Cc1n[nH]c(=O)nc1NC(C)c1ccccc1 (stereo not given),1,-17,-8%,-4%,0.4,-4%,-11%,-25%,1%
